NadD inh = blocks S. aureus nicotinate mononucleotide adenylyltransferase | purified NadD enzyme, colorimetric absorbance read-out | inhibition, % at 20 µM | hit rate 0.78% among 360,000 | AID 602399; in the data active means inhibition above about 26%; further: some compounds past the cut are filed as inactive
SUMO1 PPI mod = SUMO1-SIM interaction modulation. P63165. SUMO1 binding to a labelled peptide, TR-FRET, 1 h. inhibition, % at 20 µM. hit rate 0.33% among 360,000. AID 602429; in the data active means inhibition above about 37%
Target sequence (P63165 whole entry, looked up): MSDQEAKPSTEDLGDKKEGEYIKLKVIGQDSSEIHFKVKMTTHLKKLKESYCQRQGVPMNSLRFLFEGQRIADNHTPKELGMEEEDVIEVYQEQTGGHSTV
LMPTP inh = LMPTP (human) inhibition; inhibition, % at 20 µM; P24666; recombinant LMPTP-A, OMFP fluorogenic substrate, fluorescence intensity; hit rate 0.22% among 360,000;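 active means compounds that cut the enzyme signal by at least half of the control window in the single-dose screen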;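 further: plate controls were DMSO wells with enzyme plus substrate for no effect and substrate without enzyme for full effect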
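Test system: LMPTP-A phosphatase enzyme; input: 0.625 nM LMPTP-A final; reagent: OMFP substrate, 400 µM final; compound dosing: 20 µM single dose, 3% DMSO; incubation: 50 min dark incubation at room temperature; measured by: endpoint fluorescence intensity from OMFP dephosphorylation; measure: % inhibition relative to no-enzyme and uninhibited control wells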
Scp1 inh = Scp-1 (human) phosphatase inhibition; Q9GZU7; Recombinant Scp1, phosphopeptide, malachite green phosphate absorbance; inhibition, % at 20 µM; hit rate 0.88% among 340,000;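 active means inhibition above about 50% at 20 µM, limit read from the data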;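 further: plate controls were DMSO wells with enzyme for no effect and wells lacking enzyme for full effect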
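Test system: SCP-1 phosphatase catalytic domain, residues 76-261; measured by: colorimetric phosphate reagent with accelerator and stabiliser, absorbance at 630 nm; timing: enzyme reaction 45 min at room temperature, colour 5 min, stabilisation 30 min; also added: Phosphorylated 17-residue peptide substrate; compound dosing: one concentration, 20 µM, with 1.0% DMSO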
CendR NRP1 mod = modulators of CendR peptide binding to human neuropilin-1; AID 602438; O14786; hit rate 0.85% among 360,000; FAM-RPARPAR peptide binding to NRP-1, fluorescence polarization; inhibition, % at 25 µM;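 active means inhibition or corrected inhibition above about 18%, plus a signal ratio from 0.5 to 1.5, limit read from the data, passing the limit was not always enough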; further: strong numbers were not always called active
Target sequence (O14786 whole entry, looked up): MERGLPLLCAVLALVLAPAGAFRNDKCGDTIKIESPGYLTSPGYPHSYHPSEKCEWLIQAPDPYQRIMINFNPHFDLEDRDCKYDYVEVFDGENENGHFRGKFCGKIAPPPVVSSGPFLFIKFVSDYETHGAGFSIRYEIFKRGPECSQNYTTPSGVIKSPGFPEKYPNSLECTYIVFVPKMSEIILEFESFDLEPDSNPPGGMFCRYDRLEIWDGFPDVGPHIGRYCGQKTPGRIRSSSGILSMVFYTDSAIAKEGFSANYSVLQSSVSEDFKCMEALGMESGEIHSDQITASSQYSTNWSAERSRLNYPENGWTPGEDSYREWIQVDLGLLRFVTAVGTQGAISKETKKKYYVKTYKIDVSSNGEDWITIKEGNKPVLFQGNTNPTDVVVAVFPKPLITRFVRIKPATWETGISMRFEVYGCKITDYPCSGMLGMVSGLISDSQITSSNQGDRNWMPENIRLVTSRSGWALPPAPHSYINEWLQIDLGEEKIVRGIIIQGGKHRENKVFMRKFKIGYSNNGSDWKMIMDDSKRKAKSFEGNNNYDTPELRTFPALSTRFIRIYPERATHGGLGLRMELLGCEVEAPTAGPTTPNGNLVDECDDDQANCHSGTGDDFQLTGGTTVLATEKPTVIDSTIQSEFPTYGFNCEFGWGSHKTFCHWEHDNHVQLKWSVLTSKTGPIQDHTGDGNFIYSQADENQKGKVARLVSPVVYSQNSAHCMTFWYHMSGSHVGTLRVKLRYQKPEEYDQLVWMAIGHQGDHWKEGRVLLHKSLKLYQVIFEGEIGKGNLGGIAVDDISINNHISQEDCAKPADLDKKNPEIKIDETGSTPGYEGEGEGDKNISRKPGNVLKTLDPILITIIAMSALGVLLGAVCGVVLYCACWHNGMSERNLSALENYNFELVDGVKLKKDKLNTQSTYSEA
STEP block = blocks human striatal-enriched tyrosine phosphatase. hit rate 0.25% among 360,000. recombinant STEP, OMFP fluorogenic substrate, fluorescence. AID 588621. inhibition, % at 20 µM;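 active means inhibition at 20 µM, scaled per plate between control wells, above about 37%, limit read from the data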;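 further: 0% = DMSO with enzyme and substrate and 100% = substrate only without enzyme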
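Also added – OMFP at 25 µM · Test system – STEP tyrosine phosphatase · Technique – FITC-channel fluorescence of OMFP product · Schedule – 20 min at room temperature, dark · Evaluation – control-normalized % inhibition with plate pattern correction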
SKN-1 inh = blocks SKN-1 activity in C. elegans. C. elegans VP596 Pgst-4::GFP/RFP ratio, acrylamide-induced, 24 h. inhibition, % at 21.8 µM. hit rate 0.49% among 360,000. AID 624304;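 active means interference check ratio from 0.5 to 1.5 plus GFP to RFP signal ratio inhibition reaching or exceeding a fixed threshold, cut at about 30% in these data, passing the limit was not always enough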; further: some compounds called inactive have numbers as strong as hits
DNMT1 block = inhibitors of human DNMT1; DNMT1 molecular beacon, Hinp1I cleavage, fluorescence; inhibition (reported as % activation of signal), % at 10 µM; hit rate 0.83% among 360,000; in the data active means inhibition above about 50%
Rpn11 inh = blocks the human proteasome subunit Rpn11; AID 588493; calls only at 20 µM; human 26S proteasome, Ub4-pepOG fluorescence polarization; 20S core pre-blocked with epoxomicin; hit rate 0.59% among 360,000;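 active means inhibition at 20 µM, scaled to each plate's controls, above about 33%, limit read from the data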
MT1-MMP act inh = blocks activation of human MT1-MMP | AID 651647 | HT1080 RFP-PRO-GFP cells, GFP/RFP ratio fluorescence, overnight; percent of plate control window, DMSO zero | GFP/RFP ratio change, % at 20 µM | hit rate 0.061% among 360,000 | P50281;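 active means GFP/RFP ratio change of at least 30% with cell ATP level not reduced by more than half and red fluorescence within 50% of control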; further: strong numbers were not always called active
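Assay system: HT1080 RFP-PRO-GFP cells. Benchmarks: DMSO vehicle wells and RFP-L50D-GFP reporter cell wells. Times: overnight cell settling, then overnight compound exposure, 37 °C, 5% CO2. Compound: 20 µM single dose, 1% DMSO. Read-out basis: GFP/RFP fluorescence ratio.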
Numbers without * were called inactive; i = inactive; . = not tested or not shown.

SMILES | NadD inh | SUMO1 PPI mod | LMPTP inh | Scp1 inh | CendR NRP1 mod | STEP block | SKN-1 inh | DNMT1 block | Rpn11 inh | MT1-MMP act inh
CN(C)S(=O)(=O)c1cccc(NC(=O)COC(=O)CCc2nc3ccccc3s2)c1 | -9 | 2 | 0.8 | -5 | -4 | 3 | 12 | -4 | i | 1
COc1ccc(CNC(=O)c2sccc2-c2ccccc2)cc1OC | -1 | 4 | 0.3 | -8 | 2 | 1 | -14 | -3 | i | 2
COc1ccc(C2C(=O)N(CCc3ccccc3)CC(=O)N2C2CCCCC2)cc1 (stereo not given) | -6 | 2 | -0.3 | -4 | 8 | 0 | 6 | 0 | i | 3
CCc1cccc(NC(=O)C2CCN(S(=O)(=O)c3ccc4c(c3)NC(=O)CO4)CC2)c1 | -8 | 8 | -0.6 | -8 | 20 | -1 | 3 | -1 | i | 4
Cc1cc(C(=O)CSc2nnnn2C)c(C)n1-c1cccc(F)c1 | -8 | 4 | 0.8 | -14 | 5 | 1 | 7 | 3 | i | 4
O=c1cc(-c2ccccc2)nc2cc(-c3ccc(Br)cc3)[nH]n12 | 14 | -1 | 1.6 | 0 | -4 | 2 | 17 | 10 | i | 3
CC1CC(C)CN(c2ccc(C(=O)OCC(=O)NC3CCCc4ccccc43)cc2[N+](=O)[O-])C1 (stereo not given) | -2 | -8 | 3.6 | -13 | 0 | 1 | 18 | -2 | i | 6
O=C(COc1ccc(CO)cc1)Nc1ccc(F)cc1 | -3 | 0 | -1.0 | 2 | -7 | 1 | 11 | 4 | i | -1
Cc1ccc(-c2cc(C(=O)NCCCN3CCOCC3)no2)cc1 | -5 | 2 | 0.5 | 4 | -21 | 2 | 0 | 7 | i | 10
O=C(c1cn(-c2ccccc2)nc1-c1cccs1)N1CCOCC1 | 3 | -2 | -0.9 | 4 | -1 | -2 | 7 | -5 | i | 1
Cc1ccccc1NC(=O)NCC1CCN(C(=O)OC(C)(C)C)CC1 | -2 | -3 | -0.8 | -7 | 3 | -1 | -2 | 0 | i | 2
CC(C)(C)C(=O)Nc1c2c(nn1-c1ccccc1)CSC2 | 4 | 3 | -1.9 | -4 | 6 | 2 | -1 | 2 | i | -2
CCCCC(=O)N1C/C=C\[C@H](c2ccc(OC)cc2)N(Cc2ccc(F)cc2)C(=O)[C@@H]1C | -1 | 3 | 0.9 | -5 | 14 | -1 | 4 | -5 | i | -7
Cc1ccc(-n2nnc3c(=O)n(Cc4cc(C)ccc4C)cnc32)cc1 | 3 | 0 | -1.8 | 0 | 1 | 0 | 8 | 11 | i | 11
CC1(c2ccc(Cl)cc2)NC(=O)N(CN2CCOCC2)C1=O (stereo not given) | -5 | 4 | -2.7 | -2 | 6 | 0 | 37* | 1 | i | 3
Cc1ccccc1C(=O)NNc1ccc(-c2csnn2)cc1 | -5 | 0 | 0.0 | -10 | -2 | -1 | 1 | 2 | i | 1
O=C1c2ccc(Br)cc2C(=O)N1c1ccc(Cl)cn1 | 0 | -19 | 0.2 | -2 | 3 | -1 | 8 | -1 | i | -4
O=C(O)CCCCCN1C(=O)c2ccc(C(=O)O)cc2C1=O | 0 | -9 | -1.9 | -8 | 9 | 3 | 11 | 0 | i | 4
O=C(O)CC(NC(=O)CCC1CCCCC1)c1cc([N+](=O)[O-])ccc1Cl (stereo not given) | 4 | -8 | -1.1 | -5 | -6 | 3 | 4 | 2 | i | -3
Cc1cc(NC(=O)c2ccc(C)s2)n(-c2ccccc2)n1 | 5 | 2 | 0.1 | -3 | 3 | 1 | 1 | 2 | i | -3
Cc1cccc(N2CCN(C(=O)CN3CCOc4ccccc43)CC2C)c1 (stereo not given) | -4 | 1 | -1.5 | 4 | -7 | 6 | -4 | -2 | i | 1
O=C(NCCCN1CCCC1=O)c1ccc(NS(=O)(=O)c2ccccc2)cc1 | 8 | 0 | 0.7 | -6 | 3 | -1 | 17 | 0 | i | -1
Cc1cc(C)c(OCCCCN2CCNCC2)c(C)c1 | -6 | -3 | -7.3 | -12 | 1 | -1 | -4 | -2 | i | 2
CCN(c1ccccc1)S(=O)(=O)c1ccc(C(=O)Nc2nccs2)cc1 | 0 | -4 | -1.2 | -4 | 5 | -6 | -4 | -4 | i | 5
COc1cccc(CN2CC(C(=O)NCc3ccc(Cl)s3)CCC2=O)c1 (stereo not given) | 0 | 6 | -0.7 | -8 | 13 | -1 | 6 | 2 | i | -1
O=C(CNC(=O)c1ccccc1F)N/N=C\C=C\c1ccccc1 | -3 | -21 | -0.6 | -10 | 17 | -1 | -14 | 2 | i | 1
CCC(=O)Nc1cccc(C(=O)/C=C/c2cc(Br)ccc2OC)c1 | -4 | 0 | 0.5 | -4 | -27 | 0 | 22 | 4 | i | 2
C=CCn1c(SCc2cccc(C#N)c2)nnc1-c1ccccc1O | -4 | -2 | 0.0 | 3 | 12 | -1 | 4 | 0 | i | 0
Cc1cc(C)n2c(NC3CCCCC3)c(-c3ccccn3)nc2n1 | -1 | -2 | 2.2 | . | -8 | . | 8 | . | . | 6
O=C(CSc1ncn[nH]1)NC12CC3CC(CC(C3)C1)C2 | 0 | 1 | 0.8 | -13 | -4 | 7 | 17 | 3 | i | 4
CC(C)CNS(=O)(=O)c1ccc(OCC(=O)Nc2ccc3c(c2)OCCO3)cc1 | -1 | 0 | -0.3 | -6 | 3 | -3 | 13 | 15 | i | -2
O=[N+]([O-])c1ncccc1OCc1ccc(Br)cc1F | 0 | 10 | 2.2 | -3 | -6 | 3 | 1 | 4 | i | 0
COc1ccccc1Cc1c(-c2ccccc2)nc2cc(C)c(Br)c(C)n12 | 13 | -1 | 2.9 | . | 2 | . | -21 | . | . | 4
CCn1c(N2CCN(C(=O)Nc3ccc(F)cc3)CC2)nc2ccccc21 | 2 | 1 | -2.0 | 1 | 12 | 1 | -10 | -1 | i | 0
CN1C2CCC1CC(NS(=O)(=O)c1cc(Cl)c(Cl)cc1Cl)C2 (stereo not given) | -4 | 2 | 3.4 | -4 | 1 | 3 | -9 | 1 | i | -1
O=C(NCc1cccc(Cl)c1)c1cccc(C(F)(F)F)c1 | -3 | -1 | 1.1 | -4 | -2 | 0 | 10 | 18 | i | 4
O=C(CNC(=O)c1ccccc1F)c1ccccc1 | -7 | -5 | -1.3 | 4 | -4 | -2 | -7 | 1 | i | 2
CN(C)c1ncnc2c1ncn2[C@H]1CN(CCN2CCOCC2)C[C@@H](CO)O1 | 4 | -4 | -0.2 | . | 8 | 2 | 2 | 7 | i | 2
COc1cc(/C=N/n2c(C3CCCCC3)n[nH]c2=S)cc(OC)c1O | -3 | -4 | 0.2 | 0 | -5 | 2 | 14 | 1 | i | 6
CCOc1ccccc1N1CCN(C(=S)NCc2ccccc2)CC1 | 0 | -5 | -1.5 | 3 | -1 | 2 | -11 | 5 | i | -2
CN1OC[C@@H]2CN(Cc3cc(Cl)cc(Cl)c3)[C@H](c3cccc(-c4ccc(C#N)cc4)c3)C[C@@H]21 | 11 | 5 | 5.9 | . | 4 | 2 | -18 | -3 | i | -5
CNS(=O)(=O)c1ccc2ccccc2c1 | -3 | -6 | -2.8 | -22 | -2 | -1 | 2 | -1 | i | 0
CCOc1ccc(-c2cncc3nccn23)cc1 | -6 | -19 | -0.7 | . | -7 | -1 | 19 | 7 | i | -1
O=C(COC(=O)Cn1cc(C(F)(F)F)ccc1=O)NCc1ccccc1 | -5 | 2 | -0.7 | -9 | 1 | 2 | 6 | 3 | i | 0
CCC(=O)Nc1nc2ccccc2n1Cc1ccc(Cl)cc1 | -2 | 1 | 0.5 | -3 | -10 | 3 | -13 | 3 | i | 4
CSc1cccc(N2CC(C(=O)N3CCN(S(=O)(=O)c4ccccc4Cl)CC3)CC2=O)c1 (stereo not given) | -9 | 3 | 1.0 | -8 | 12 | 0 | -18 | 1 | i | 7
O=C(Nc1ccccc1-c1nc2ccccc2s1)c1cccnc1 | 7 | 13 | 0.9 | 9 | -7 | -1 | -9 | 9 | i | -10
COC(=O)c1sccc1-n1cccc1C(=O)C(=O)N1CCOCC1 | 0 | -4 | -0.6 | 12 | 6 | -1 | -15 | 0 | i | -4
CN(Cc1ccccc1)C(=O)COC(=O)/C=C/c1ccc2c(c1)OCO2 | -9 | -32 | 0.5 | 0 | 9 | -4 | 0 | -2 | i | 2
Cc1ccc(N(C(=O)c2ccncc2)C2C=CS(=O)(=O)C2)cc1 (stereo not given) | 6 | -1 | -2.6 | 18 | -8 | -3 | -13 | 10 | i | 1
CCOc1ccc(S(=O)(=O)Nc2ccc(C(=O)N/N=C(\C)c3ccc(-n4ccnc4)cc3)cc2)cc1 | 42* | -3 | 5.7 | 0 | 3 | 5 | -3 | 2 | i | -4

Seven entries already listed, arranged by molecular weight, ascending.
SMILES | NadD inh | SUMO1 PPI mod | LMPTP inh | Scp1 inh | CendR NRP1 mod | STEP block | SKN-1 inh | DNMT1 block | Rpn11 inh | MT1-MMP act inh
CNS(=O)(=O)c1ccc2ccccc2c1 | -3 | -6 | -2.8 | -22 | -2 | -1 | 2 | -1 | i | 0
CCC(=O)Nc1nc2ccccc2n1Cc1ccc(Cl)cc1 | -2 | 1 | 0.5 | -3 | -10 | 3 | -13 | 3 | i | 4
O=C(Nc1ccccc1-c1nc2ccccc2s1)c1cccnc1 | 7 | 13 | 0.9 | 9 | -7 | -1 | -9 | 9 | i | -10
O=C(COC(=O)Cn1cc(C(F)(F)F)ccc1=O)NCc1ccccc1 | -5 | 2 | -0.7 | -9 | 1 | 2 | 6 | 3 | i | 0
CN1OC[C@@H]2CN(Cc3cc(Cl)cc(Cl)c3)[C@H](c3cccc(-c4ccc(C#N)cc4)c3)C[C@@H]21 | 11 | 5 | 5.9 | . | 4 | 2 | -18 | -3 | i | -5
CSc1cccc(N2CC(C(=O)N3CCN(S(=O)(=O)c4ccccc4Cl)CC3)CC2=O)c1 (stereo not given) | -9 | 3 | 1.0 | -8 | 12 | 0 | -18 | 1 | i | 7
CCOc1ccc(S(=O)(=O)Nc2ccc(C(=O)N/N=C(\C)c3ccc(-n4ccnc4)cc3)cc2)cc1 | 42* | -3 | 5.7 | 0 | 3 | 5 | -3 | 2 | i | -4
